Source: PubChem (several laboratories)
CaV13 ICDI inh: Disruptors of the CACNA1D IQ motif to Ca2+-dependent inactivation inhibitor domain association, primary screening, Förster resonance energy transfer in intact living …. HEK cells, CFP/YFP FRET ICDI-IQ, plate reader, 10 min; percent FRET-ratio fall versus neutral wells. inhibition, % at 12.3 µM. 340,000 compounds, 0.098% hits. AID 743397;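 active means mean replicate inhibition of at least 30% and at least 1% of replicates passing that level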;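 further: 0% = median of the neutral control wells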
TRPM1 prom inh: MITF TRPM1 promoter inhibition in SK-MEL-5 cells. SK-MEL-5 TRPM1 promoter luciferase, 24 h. inhibition, % at 12.5 µM. 330,000 compounds, 0.83% hits;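 active means mean inhibition across replicates of 60% or more, whatever share of single replicates reaches that level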; further: values of inactives mirror those of a sister screen read the other way
hiPSC survival: increases survival of single human iPS cells; survival enhancement, % at 20 µM; hiPSC single-cell survival, ATPlite luminescence; 100% = ROCK inhibitor wells, 0% = DMSO; 360,000 compounds, 0.044% hits; in the data active means survival enhancement above about 18%;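 further: cells exposed to compounds for 16 hours before the ATP read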
PDI inh: inhibitors of human protein disulfide isomerase; inhibition, % at 10 µM; 350,000 compounds, 0.052% hits; PDI insulin aggregation turbidity, A650, 90 min; P07237;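 active means mean inhibition across replicates of 30% or more, whatever share of single replicates reach that level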;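 further: absorbance from insulin aggregation driven by PDI reduction with DTT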
Target sequence (P07237 whole entry, looked up): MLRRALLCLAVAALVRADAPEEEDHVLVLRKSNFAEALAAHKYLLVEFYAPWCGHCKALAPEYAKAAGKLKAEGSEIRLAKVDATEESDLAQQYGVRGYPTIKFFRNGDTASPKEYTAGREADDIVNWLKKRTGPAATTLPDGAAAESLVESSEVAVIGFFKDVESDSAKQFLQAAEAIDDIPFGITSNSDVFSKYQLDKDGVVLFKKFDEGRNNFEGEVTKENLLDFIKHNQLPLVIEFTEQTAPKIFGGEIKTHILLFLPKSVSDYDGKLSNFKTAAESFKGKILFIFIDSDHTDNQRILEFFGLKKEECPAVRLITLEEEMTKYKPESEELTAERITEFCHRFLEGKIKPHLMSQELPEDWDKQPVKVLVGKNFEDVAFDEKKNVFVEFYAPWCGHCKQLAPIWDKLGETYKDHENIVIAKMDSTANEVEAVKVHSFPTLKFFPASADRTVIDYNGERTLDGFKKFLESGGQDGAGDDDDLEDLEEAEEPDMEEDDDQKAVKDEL
NR2E3 ag-1: agonists of human nuclear receptor NR2E3 | 320,000 compounds, 0.12% hits | AID 2300 | Q9Y5X4 | inhibition of corepressor binding, % at 4.78 µM | GST-NR2E3/biotin-RetCOR TR-FRET, 1536-well;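 active means percent inhibition above the cutoff of mean plus 3 SD of all tested compounds, set per screening campaign, cut at about 20% in these data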;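 further: 0% = DMSO wells and 100% = biotin wells as full block of FRET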
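System: GST-tagged NR2E3 plus biotinylated RetCOR corepressor; Buffer or medium: pH 7.5 Tris-based buffer; Probe or stimulus: RetCOR corepressor, biotinylated, 7 nM; Doses: compound at 4.8 µM, single dose; Schedule: 5 h incubation at 4 °C; Technique: time-resolved FRET; Evaluation: percent inhibition of TR-FRET ratio; Replication: one well per compound, singlicate testing.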
Peg3 promoter: reduces Peg3 promoter-driven luciferase expression in HeLa | HeLa PEG-Prom luciferase reporter, luminescence, overnight | inhibition, % at 20 µM | 360,000 compounds, 1.7% hits | AID 588405;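 active means inhibition of at least 50% at 20 µM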
Cardio protect: myocardial damage modulation in H9c2 cells; H9c2 cardiomyocytes, H2O2 injury protection, ATPLite, 2 h; protection from H2O2 cell death, % at 20 µM; 360,000 compounds, 0.63% hits; AID 588492;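 active means compounds giving at least 50% protection of heart cells from peroxide-induced death in the single-dose screen, raw or plate-pattern-corrected value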;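 further: 0% = DMSO wells with peroxide and 100% = DMSO wells without peroxide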
Shn3 inh set2: reduces Shn3 3'UTR luciferase signal in osteoblasts; 360,000 compounds, 0.52% hits; Clone20 osteoblast Shn3 3'UTR firefly luciferase, 24 h; inhibition, % at 12.5 µM; AID 588674;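 active means mean inhibition of at least 75% with every replicate also reaching 75%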;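 further: 0% = median of neutral control wells and 100% = pilot-screen positive control compound; some compounds past the cut are filed as inactive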
NR2E3 ag-2: agonists of human NR2E3 nuclear receptor | 360,000 compounds, 0.35% hits | AID 602229 | CHO-S Gal4-NCOR/VP16-NR2E3 two-hybrid, luciferase | Q9Y5X4 | inhibition of corepressor binding, % at 3.98 µM;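 active means inhibition above the mean of all tested compounds plus 3 SD, cut at about 70% in these data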;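 further: 0% = DMSO with NR2E3 transfected cells and 100% = cells lacking NR2E3 construct; higher means lower luciferase signal from less NR2E3 corepressor binding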
HIF-2a block: HIF-2a inhibition. inhibition, % at 18.8 µM. 786-0 RCC cells HIF-2a reporter, luciferase luminescence, overnight. 360,000 compounds, 0.72% hits;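 active means inhibition of the luminescence signal of 40% or more relative to plate controls, in a single-dose primary screen at 18.75 µM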
m5-HT2A agonist: mouse HTR2A agonism via beta-arrestin recruitment | P35363 | CHO-K1 mHTR2A beta-arrestin complementation, luminescence; percent of 30 µM serotonin response | activation, % at 7.6 µM | 360,000 compounds, 0.66% hits | AID 624169;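 active means activation above a run cutoff, the mean activation of all tested compounds plus 3 SD, cut at about 14% in these data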;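 further: 0% = plate median of compound wells and 100% = 30 µM serotonin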
Target sequence (P35363 whole entry, looked up): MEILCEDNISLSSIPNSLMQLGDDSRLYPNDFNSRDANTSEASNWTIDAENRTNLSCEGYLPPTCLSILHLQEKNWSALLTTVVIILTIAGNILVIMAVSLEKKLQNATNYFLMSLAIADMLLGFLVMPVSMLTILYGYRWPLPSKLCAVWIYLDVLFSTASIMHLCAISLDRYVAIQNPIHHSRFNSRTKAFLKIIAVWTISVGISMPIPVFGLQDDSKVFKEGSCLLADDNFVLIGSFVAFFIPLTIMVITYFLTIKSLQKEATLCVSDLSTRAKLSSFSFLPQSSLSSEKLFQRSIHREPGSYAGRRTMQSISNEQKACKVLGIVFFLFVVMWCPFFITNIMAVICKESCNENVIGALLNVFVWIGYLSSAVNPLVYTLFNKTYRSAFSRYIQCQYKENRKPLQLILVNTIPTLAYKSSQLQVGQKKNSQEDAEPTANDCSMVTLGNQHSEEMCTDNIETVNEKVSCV
Numbers without * were called inactive; / = no result given.

SMILES	CaV13 ICDI inh	TRPM1 prom inh	hiPSC survival	PDI inh	NR2E3 ag-1	Peg3 promoter	Cardio protect	Shn3 inh set2	NR2E3 ag-2	HIF-2a block	m5-HT2A agonist
CCCCCOCC1CC(C/C(C)=N/NC(N)=O)(C(=O)OCC)C(=O)O1 (stereo unspecified)	1	-4	-0.7	-2	-6	8	5	-9	-9	24	1
COc1ccc(/C=C2\SC(=O)N(CC(=O)NC3C=CS(=O)(=O)C3)C2=O)cc1 (stereo unspecified)	-2	5	-0.4	-2	-3	-18	-4	-40	-13	8	-1
C/C(=N\NC(=O)c1nnn(-c2nonc2N)c1-c1ccc2c(c1)OCO2)c1ccc(C)cc1	-3	0	0.6	-1	3	-2	-1	6	-14	10	-1
Cc1ccc(NC(=O)CN(C)C(=O)c2cc(-c3ccco3)nc3ccccc23)cc1	-8	-1	-0.4	-5	-1	18	11	-14	5	9	-1
Cc1[nH]c(C)c(S(=O)(=O)NCc2ccc(N(C)C)cc2)c1C(=O)N1CCCC1	-5	7	0.2	4	0	-16	3	7	-17	1	4
CCN(CC(=O)Nc1ccc(OC)c(OC)c1)S(=O)(=O)c1ccc(C)cc1	-1	0	0.2	-10	-4	10	-11	-19	5	13	7
O=C(CC1C(=O)NCCN1Cc1ccccc1C(F)(F)F)NCCn1cccn1 (stereo unspecified)	-7	-1	0.9	-1	3	9	4	-4	-18	7	16*
Cc1cc(C)c(C)c(S(=O)(=O)N2CCN(C(=O)c3ccccc3OCc3c(C)noc3C)CC2)c1C	-6	0	0.7	5	-1	17	4	12	-36	13	0
O=C(CN1CCN(c2ccccc2O)CC1)Nc1cc([N+](=O)[O-])ccc1Cl	0	8	-0.6	-1	1	17	-1	9	-23	15	0
CCOC(=O)Cc1csc(-n2sc3ccccc3c2=O)n1	-8	-9	5.2	5	32*	-23	1	10	-30	-40	7
Cc1[nH]c2ccccc2c1/C=N/Nc1ccc([N+](=O)[O-])cc1S(=O)(=O)Nc1ccc(Cl)cc1	-6	12	-0.4	-5	3	48	-17	-7	8	13	1
C=CCn1c(SCC(=O)N2CCCC2)nc2c([nH]c3ccccc32)c1=O	-3	22	-0.5	6	-1	27	3	17	7	10	1
CCN(CC)S(=O)(=O)c1ccc2[nH]c(=O)cc(C(=O)Nc3ccc(C)cc3)c2c1	-7	11	-0.6	0	-1	2	-2	-3	1	1	1
O=c1oc(-c2ccc(O)c(O)c2)cc2cc(O)cc(O)c12	/	-56	-1.2	/	/	-302	42	-81	-133	-403	5
O=C(Cc1ccc(Cl)cc1)NCC(=O)N1CCN(c2ccccc2)CC1	-6	6	0.3	-1	5	27	-1	-7	4	9	-3
CC(C)c1ccc(NC(=O)C2CCN(c3ncnc4c3nc3n4CCCCC3)CC2)cc1	-1	26	-0.7	-3	-2	47	-6	47	11	14	1
CC(C)(C)C(C(=O)Oc1ccccc1)c1ccccc1 (stereo unspecified)	-12	6	-1.5	1	-1	18	-4	45	-8	-7	1
CCOc1ccc(CNC(=O)CCc2cn(Cc3ccccc3)c3ccccc23)cc1	-6	-11	-0.2	-2	6	5	-9	27	-29	-3	-3
Cc1nnc2c3ccccc3ccn12	-5	-4	0.2	-3	/	-5	3	-13	21	-54	-2
Cc1ccc(S(=O)(=O)CCC(=O)Nc2nc(C(C)(C)C)cs2)cc1	-3	3	-0.3	-4	-1	14	-7	23	27	-2	-2
CN1N=C(C(F)(F)F)CC1=O	-2	-21	1.1	1	3	8	9	-11	-16	13	4
CC1CN(Cc2nc3c(c(=O)n(C)c(=O)n3C)n2CC(O)CO)CC(C)O1 (stereo unspecified)	-5	8	1.3	1	-4	-1	2	-1	-10	10	-2
c1csc(-c2ccnc3ncnn23)c1	-3	2	3.6	19	-3	-16	4	-3	-2	-17	4
COc1ccc(CCNC(=O)CSc2nnc3ccc(-c4cccnc4)nn23)cc1	-1	-16	0.7	3	10	-4	20	3	-16	18	2
CCOC(=O)/C(C#N)=C/c1c(N2CCN(c3ccccc3)CC2)nc2ccccn2c1=O	-22	-2	-0.5	-2	2	-35	15	3	-45	-174	1
More compounds follow:
SMILES	CaV13 ICDI inh	TRPM1 prom inh	hiPSC survival	PDI inh	NR2E3 ag-1	Peg3 promoter	Cardio protect	Shn3 inh set2	NR2E3 ag-2	HIF-2a block	m5-HT2A agonist
O=C(Nc1ccc(S(=O)(=O)N2CCOCC2)cc1)c1cc(-c2cc(Cl)ccc2O)n[nH]1	0	11	-1.0	2	1	86*	-24	40	-4	-3	-3
Cn1nc(C(=O)N2CCN(c3ccc([N+](=O)[O-])cc3)CC2)c2c1-c1ccccc1S(=O)(=O)C2	/	-4	-0.5	-2	0	12	-2	0	6	3	0
O=C(OCc1cnc(Cl)s1)c1cccs1	-6	-10	-1.0	2	2	-6	6	-10	6	12	6
CCOC(=O)c1sc2nc(CN3CCN(c4cccc(C(F)(F)F)c4)CC3)[nH]c(=O)c2c1C	-5	-15	1.9	-15	-2	3	-6	2	4	3	5
CCC(=O)Nc1nnc(S(=O)(=O)N(C)c2ccccc2)s1	-3	-17	-0.4	2	/	-4	5	-2	3	10	2
COc1cc(C(C)=O)ccc1COc1ccc(C(=O)OCC(=O)NC(C)(C)C)cc1OC	-3	7	1.1	-4	2	14	3	-2	2	20	-1
COc1ccccc1Nc1nc(N)nc(CCl)n1	-4	9	-0.4	-7	4	26	8	-13	-30	5	2
COc1ccc(Cl)c(-c2cc(C(=O)NC(C)C)[nH]n2)c1	-5	/	-0.7	-4	/	-24	5	-29	-5	-72	4
O=C(/C=C/c1ccc(-c2cccc([N+](=O)[O-])c2)o1)N1CCOCC1	-5	/	-0.5	-6	8	-146	12	-36	-64	-196	2
CCOC(=O)C1CCCN(S(=O)(=O)c2cc(OCC(N)=O)c(C)cc2Cl)C1 (stereo unspecified)	-4	1	1.8	2	3	20	-2	14	-11	10	-4
Cn1c(O)c(C=NCCCCCC(=O)O)c(=O)n(C)c1=O	-6	3	0.0	7	/	0	-2	5	-6	20	-1
Cc1ccc(C2CC2C(=O)NNC(=S)Nc2cccc(C)c2)cc1 (stereo unspecified)	-6	6	-0.9	1	1	11	-4	-10	1	8	-2
O=C1CCCCCN1CSc1nc2ccccc2s1	/	-13	2.5	6	3	18	-5	2	-22	12	-1
CCCn1c(CC)nc([N+](=O)[O-])c1Sc1ccc(C)cc1	-4	11	2.9	0	0	13	4	-9	-14	9	-4
CC(C)(C)OC(=O)N[C@@H](Cc1ccccc1)c1nnc(SCC(N)=O)o1	2	-1	-0.6	-1	4	6	4	9	-8	9	1
Cn1nnnc1SCc1nnc(-c2ccc(Cl)cc2)o1	-5	-6	4.8	1	0	-57	2	-14	-38	-68	-2
O=C(Nc1nc(-c2cc3ccccc3o2)cs1)c1ccc(S(=O)(=O)N2CCCC2)cc1	-15	43	-0.5	-5	-3	-10	-27	77	24	-37	2
CCCN1CCN(C(=O)c2ccc(Sc3ccc(C)cc3)c(NC(C)=O)c2)CC1	-8	0	-4.2	-11	3	21	2	19	4	1	-3
CC1CCCN(C(=O)NC(=O)c2ccc(Cl)cc2)C1 (stereo unspecified)	/	-6	0.0	-6	4	-21	3	10	-3	-19	-1
Cc1ccc(NC(=S)N(CCCN2CCCC(C)C2)Cc2ccco2)cc1C (stereo unspecified)	-6	-15	0.0	0	2	-19	-1	10	0	-4	-7
CCOc1ccc(-c2nnn(CC(=O)NCc3ccccc3)n2)cc1	-2	8	0.2	4	-1	14	-5	3	-10	1	3
Cc1sc2ncnc(SCC(=O)NNC(=O)c3ccco3)c2c1C	-19	-7	0.3	-5	1	12	0	16	-17	11	1
COC(=O)CSc1ccc2nnc(CCNS(=O)(=O)c3ccc(C)cc3)n2n1	-6	-5	-0.4	-10	3	11	12	-11	-20	19	1
CC(C)N(Cc1ccccc1)C(=S)Nc1ccc(F)cc1	6	-2	0.0	3	1	16	-3	6	-18	9	0
Cc1cc(C)c([C@@H]2C[C@H]3CN(C4CCCC4)C(=O)[C@]34CCCN24)c(-n2cccn2)c1	7	-3	-0.7	15	1	11	3	21	35	17	-1
(list continues)
SMILES	CaV13 ICDI inh	TRPM1 prom inh	hiPSC survival	PDI inh	NR2E3 ag-1	Peg3 promoter	Cardio protect	Shn3 inh set2	NR2E3 ag-2	HIF-2a block	m5-HT2A agonist
Cc1ccsc1C1Nc2ccccc2C(=O)N1O (stereo unspecified)	-18	-5	1.4	0	-2	-30	0	-6	-43	-64	-1
O=C(Nc1ccc(S(=O)(=O)Nc2ccccn2)cc1)c1cccc(Cl)c1	-3	/	0.6	-2	3	25	0	6	-21	16	-7
COC(=O)Cn1c(CN(Cc2ccccc2)Cc2ccccc2)nc2c1c(=O)[nH]c(=O)n2C	-7	-5	0.9	3	4	13	2	-17	7	6	5
COc1cc(CC(=O)OCC(=O)c2ccc[nH]2)cc(OC)c1OC	-2	1	-0.4	0	/	15	-3	2	-49	1	5
Cn1c(C(=O)N2CCN(C(=O)c3ccco3)CC2)cc2c(=O)n(C)c3ccccc3c21	-2	16	0.6	/	1	27	44	-14	-7	11	-2
O=C(COC(=O)C1COc2ccccc2O1)Nc1cccc(F)c1 (stereo unspecified)	-2	14	0.2	-13	-1	-4	5	-9	-5	11	-4
Cc1cc(-c2csc(NC(=O)c3ccc(C#N)cc3)n2)c(C)n1Cc1ccco1	-5	13	0.7	0	-3	2	-3	-20	-12	15	0
CCN(CC(=O)N1CCC(C(N)=O)CC1)S(=O)(=O)c1cc(Cl)ccc1Cl	-3	14	-0.3	13	/	16	-11	-10	-15	10	-2
CC(=O)c1cccc(NC(=O)C2Cc3c(-c4cccc(C(C)=O)c4)ccnc3O2)c1 (stereo unspecified)	-9	/	5.7	-5	/	35	5	56	24	-1	4
COc1ccccc1N1CCN(C2CCCN(C(=O)c3cscn3)C2)CC1 (stereo unspecified)	-15	1	-0.3	4	2	3	1	7	-3	13	-9
O=C(COC(=O)c1ccc([N+](=O)[O-])o1)Nc1ccc2c(c1)OC(F)(F)O2	-13	/	1.3	1	/	9	36	-5	-11	-5	3
CCCNC(=O)N1CCN(Cc2ccco2)CC1	-5	13	5.1	-35	1	-102	3	-33	20	7	2
Cn1c(CN2CCOCC2)nnc1SCc1ccc(C#N)cc1	-1	/	1.7	-1	3	13	-5	-11	23	6	4
NC1=NC(=O)/C(=C/c2ccc(OCC(=O)O)cc2)S1	-13	0	-0.2	-1	/	14	3	-13	-21	14	-3
CC(=O)C1=C(c2ccccc2)NC(=S)NC1c1ccc(O)c(O)c1 (stereo unspecified)	-5	3	-0.3	-4	7	-10	14	15	0	13	4
